From PubChem BioAssay
Jurkat NFkB inh: inhibitors of induced NF-kB luciferase reporter, primary screen, TCR NF-kB activation inhibitor project, cell-based, luminescence, uHTS; Jurkat, PMA/ionomycin-induced NF-kB luciferase reporter; inhibition, % at 4 µM; 0.53% of 330,000 active; AID 435003, 2010
SENP8 inh: SENP8 protease inhibitors, primary screen, biochemical, luminescence. Sentrin-specific protease 8 (Homo sapiens), Q96LD8. purified SENP8, Z-RLRGG-aminoluciferin cleavage. inhibition, % at 10 µM. 1.2% of 330,000 active. AID 2540, 2010
UBC13 polyUb: UBC13 polyubiquitin chain formation inhibitors, primary screen, biochemical, TR-FRET, uHTS | Ubiquitin-conjugating enzyme E2 N (Homo sapiens), P61088 | inhibition, % at 20 µM | AID 485273, 2010 | 0.47% of 330,000 active; in the data active = inhibition above about 45%, passing the limit was not always enough
Gli-Sufu block: Gli-Sufu pathway antagonists, primary screen, luciferase luminescence, Sufu-KO-LIGHT cells, uHTS; Sufu-KO-LIGHT fibroblasts, Gli luciferase reporter luminescence; AID 588413, 2011; 0.74% of 340,000 active; inhibition, % at 5 µM;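 active = inhibition above about 55%, limit read from the data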;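 also: 0% = DMSO-treated cells and 100% = wells with medium but no cells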
HKDC1 inhibitor: HKDC1 hexokinase inhibitors, primary screen, biochemical, fluorescence, uHTS; Q2TB90; recombinant HKDC1, G6PDH/diaphorase resazurin coupled fluorescence; inhibition, % at 20 µM; 0.16% of 340,000 active;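 active = inhibition above about 35% when tested at 20 µM, limit read from the data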;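 also: plate controls were DMSO wells with enzyme for no effect and DMSO wells lacking enzyme for full effect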
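Assay system: in-house recombinant HK5 (HKDC1) enzyme. Input: HKDC1 at 5 µg/mL. Medium: Tris pH 8.0 buffer with MgCl2, Tween-20, BSA, BME. Dosing: single 20 µM dose. Schedule: 90 min reaction incubation at room temperature, dark. Signal: resazurin-to-resorufin fluorescence via G6PDH and diaphorase coupling, 525/613 nm. Controls: DMSO-enzyme wells negative, buffer-substituted wells positive.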
Apaf1 inhib: inhibitors of human Apaf-1 apoptosome, primary screen, biochemical, DEVD-Rh110 fluorescence, uHTS. Apoptotic protease-activating factor 1 (Homo sapiens), O14727. AID 489030, 2010. 0.71% of 330,000 active. reconstituted apoptosome caspase-3 activity. inhibition, % at 20 µM; active = inhibition of at least 40% at 20 µM;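 also: plate controls were DMSO wells for no effect and DEVD-CHO caspase inhibitor wells for full effect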
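Material: cell-free apoptosome with Apaf-1, procaspase-3 and caspase-9; Buffer or medium: Hepes pH 7.5 with detergent and BSA; Reagent: cytochrome c trigger plus (Z-DEVD)2-Rh110 caspase-3 substrate; Times: compound with Apaf-1, dATP, procaspase-3 30 min, then 50 min reaction, room temperature; Technique: Rh110 fluorescence intensity.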
SENP7 block: SENP7 protease inhibitors, primary screen, biochemical, luminescence, uHTS; recombinant SENP7, Z-RLRGG-aminoluciferin luminescence, 40 min; 1.5% of 330,000 active; Sentrin-specific protease 7 (Homo sapiens), Q9BQF6; inhibition, % at 5 µM;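 active = inhibition above about 50% at the single test dose, limit read from the data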;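 also: plate controls were DMSO with enzyme for no effect and no enzyme buffer wells for full effect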
697 NFkB inh: inhibitors of PMA/ionomycin-induced NF-kB reporter, 697 cells, primary screen, B-cell NF-kB inhibitor project, cell-based, luminescence, uHTS. 0.33% of 330,000 active. 697 B-cell NF-kB luciferase reporter, 16 h. inhibition, % at 4 µM; in the data active = inhibition above about 35%
An asterisk follows results filed as active; x = not tested or not shown. Rule as the data show it, unless noted: active = inhibition above about 50%; inactive = the rest.

SMILES	Jurkat NFkB inh	SENP8 inh	UBC13 polyUb	Gli-Sufu block	HKDC1 inhibitor	Apaf1 inhib	SENP7 block	697 NFkB inh
COc1ccc(CNC(=O)CSCc2cccc(Cl)c2)cc1	-5	0	-1	-7	-6	12	13	-1
CC(C)=CCC(C)(C)C1OCCN1C(=O)c1ccccc1 (configuration not stated)	-2	4	5	1	-4	3	2	16
CCCn1cc(SCC(=O)Nc2cc(C)on2)c2ccccc21	14	-4	1	-7	-4	0	-5	21
CC(C)N(Cc1ccccc1)C(=O)COC(=O)c1cnc(Cl)c(Cl)c1	-3	2	3	2	-4	7	-2	-2
Cc1ccc(Nc2ncnc3sc(C)c(C)c23)cc1C	-28	3	10	-2	-1	12	8	-23
Cc1ccc(-c2cc(=O)c3cc(Cl)ccc3[nH]2)cc1	-83	-21	2	x	x	-4	20	-167
CCOc1ccc(OCC(=O)OC(C)C(=O)NC2CCCCC2C)cc1 (configuration not stated)	6	4	-7	4	-3	-11	-4	19
O=C(Cc1cccc2ccccc12)NCC(=O)N1CCN(Cc2cccc(C(F)(F)F)c2)CC1	9	5	6	3	3	22	-3	-20
CC(NC(=O)COc1ccccc1)C(=O)NC1=NCCS1 (configuration not stated)	-10	0	2	47	-2	5	1	-2
NC(=O)NC(c1ccccc1)c1ccccc1	-13	2	-2	-3	-9	-1	-10	-10
CCOc1ccc(N(CC(=O)NCC2CCCO2)S(=O)(=O)c2ccc(SC)cc2)cc1 (configuration not stated)	-15	1	-4	0	-6	4	1	10
CCn1c2ccccc2c2nnc(SCC(=O)NC3CCS(=O)(=O)C3)nc21 (configuration not stated)	6	4	-11	-1	-7	-7	2	1
C#CCOC(=O)c1ccccc1C(=O)OCC#C	0	5	-1	0	-2	-2	3	1
CCOC(=O)C1=C(N)Oc2cc(O)ccc2C1c1ccc(C)cc1 (configuration not stated)	-9	-10	4	-20	-6	13	7	2
CCCCn1c(SCc2nc3ccccc3s2)nc2cc(S(N)(=O)=O)ccc21	4	-3	8	-3	0	10	-1	-56
COc1ccc(Cl)cc1C(=O)CSc1nnnn1C1CCCCC1	-12	1	7	-5	5	26	1	24
Cc1ccc(C(=O)N2CCN(C3c4cccc5cccc(c45)C3NS(=O)(=O)c3ccccc3)CC2)cc1 (configuration not stated)	7	2	2	9	-15	11	-4	3
O=C(CSC(=S)N1CCSCC1)c1ccccc1	-84	27	4	-87	-6	6	28	-105
CCc1cccc2c(C(=O)CCl)c[nH]c12	12	3	6	-6	10	-8	1	11
CCN(CC)CCNC(=O)c1cn(CC)c2cc(N3CCN(C)CC3)c(F)cc2c1=O	-7	-2	15	x	-1	-3	-7	3
O=C(C1=C(O)C(=O)N(Cc2ccccc2)C1c1cccnc1)c1ccco1 (configuration not stated)	3	-5	-9	-18	2	0	4	18
Cc1ccc(S(=O)(=O)N2[C@@H](c3ccc4c(c3)OCO4)C(C(=O)O)=C[C@H]2C(C)(C)C)cc1	10	6	6	-4	-1	-8	9	3
Cc1ccc(S(=O)(=O)N(C)C)cc1NC(=O)c1cccs1	8	-2	-6	8	-2	-14	6	4
O=C(NC1CCOCC1)C1CCC(=O)N(Cc2cccc(C(F)(F)F)c2)C1 (configuration not stated)	0	6	-14	-8	-7	4	1	-10
O=C1C=C(c2ccc(Br)c3ccccc23)C[C@@H](c2ccc3c(c2)OCO3)C1	-38	-11	-15	-17	3	19	-16	-39
COC(=O)[C@H]1CCCN1C(=O)Nc1cccc(Oc2c(F)c(F)c(F)c(F)c2F)c1	11	-10	2	-1	0	0	-1	-24
COc1ccc(OC)c(S(=O)(=O)N(C(C)=O)c2ccc3oc(=O)sc3c2)c1	-4	4	5	-3	-16	-1	3	22
CC(=O)Nc1ccc(S(=O)(=O)N2CCN(c3ccccn3)CC2)cc1	17	-8	11	6	-4	-2	-6	12
O=C(Nc1ccncc1)c1ccc(Cl)c(S(=O)(=O)N2CCCC2)c1	14	-4	1	12	-5	0	9	-16
C=C(Br)Cn1cnc2ccccc21	4	0	-2	0	-7	-6	7	20
CC(=O)c1cccc(NC(=O)CN2C(=S)NC(C)(C)CC2C)c1 (configuration not stated)	-21	1	-4	5	-2	-5	12	-14
COc1cccc(CNC(=O)CSc2nc3c(oc4ccccc43)c(=O)n2CC2CCCO2)c1 (configuration not stated)	11	21	2	3	-1	9	-5	4
CC(C)C(=O)Nc1ccc(-c2nnc(-c3ccccc3)o2)cc1	-129	58*	11	-87	-3	3	76*	-193
Cc1ccc(S(=O)(=O)N(C)CC(=O)NCc2ccncc2)cc1	14	-3	2	7	-7	-16	-1	9
COc1cc(CC(NC(C)=O)C(=O)NC2CCN(C(=O)c3cc(OC)c(OC)c(OC)c3)CC2)cc(OC)c1 (configuration not stated)	6	1	-8	1	-9	-5	1	18
Cc1cc(SCC(=O)N2CCN(C(=O)c3ccco3)CC2)c(C)cc1Br	-1	-6	9	3	-5	16	0	-10
Cc1ccc(OC(C)C(=O)Nc2ccc(S(=O)(=O)N3CCOCC3)cc2)cc1 (configuration not stated)	9	-4	-4	-18	-1	-5	0	-7
COc1ccc(OC)c(C2=NOC(C(=O)Nc3cc(C)nn3-c3ccccc3)C2)c1 (configuration not stated)	11	0	-2	-6	-5	2	-2	-5
COc1cccc(-c2nc(CS(=O)(=O)CC(=O)NCCC(C)C)c(C)o2)c1	-11	13	3	1	-2	-5	2	14
Cc1ccc(S(=O)(=O)N/N=C2/CC(=O)CC(C)(C)C2)cc1[N+](=O)[O-]	-6	0	-20	0	-6	-16	13	-4
CCN(CC)S(=O)(=O)c1ccc(-c2nnc(SCc3nnc(-c4ccccc4)o3)o2)cc1	-16	6	-4	11	0	0	14	-48
COc1ccc(C(=O)N=c2sccn2C)cc1	-52	-8	0	-42	-9	3	17	-32
CCn1c(C)nc2cc(C(=O)NNC(=O)Nc3cccc(Cl)c3)ccc21	-3	-1	22	1	-9	6	2	5
CCC1=C(OC(=O)N(CC)CC)N2C(=O)OC(=NCC3CC3)[C@]2(Cc2ccccc2)[C@H]2C1=CC[C@H]1C(=O)N(CC)C(=O)[C@H]12	18	-3	-7	x	-4	27	4	4
OCCN=c1cc(-c2ccccc2)oc2ccc(Cl)cc12	-40	-8	4	12	-6	4	2	-15
CCC1CCCCN1C(=O)CCn1c(=O)oc2ccccc21 (configuration not stated)	-4	-8	-4	-2	-3	4	2	-12
O=C(CN1CCN(S(=O)(=O)c2ccc(Br)cc2)CC1)Nc1ccc2c(c1)OCO2	-12	-12	-1	1	-4	11	9	16
CCCCOC(=O)c1ccc(NS(=O)(=O)c2cc(-c3nnnn3CC)ccc2OC)cc1	-7	0	7	-2	-6	11	-11	1
O=C(/C=C/c1c(Cl)cccc1Cl)NCCc1ccccc1	-20	-10	-14	-16	-7	6	3	-4
COc1ccc(C(=O)/C=C/c2ccc(O)cc2)c2c1CC(O)C(C)(C)O2 (configuration not stated)	0	-6	-9	x	4	0	-10	-2
Cc1cc(C)nc(-n2nc(C)cc2NC(=O)CN2CCCC(C)C2)n1 (configuration not stated)	-5	1	-2	7	7	-2	3	0
COC(=O)CC1C(=O)NC2CCCCC2N1C(=O)CCl (configuration not stated)	11	1	3	8	-1	-12	-3	17
O=C(O)C1=C[C@H](c2ccc(F)cc2)C[C@H](OCc2ccc(CO)cc2)O1	-19	-5	-13	-15	1	-4	-6	15
NC(=S)Nc1cccc(F)c1	-20	-3	-5	2	-3	-5	-9	-46
CCC(C(=O)NCCCN1CCOCC1)n1c2ccccc2c2nc(=O)cc(C)n21 (configuration not stated)	1	4	4	7	4	-8	-8	-15
CN1CCN(Cc2c(O)ccc3c(-c4ccccc4)cc(=O)oc23)CC1	4	1	5	5	-1	-2	-2	5
O=C(COc1ncnc2ccccc12)NCCC1=CCCCC1	-8	-11	-9	38	-4	3	-5	10
Cc1ncc([N+](=O)[O-])n1CC(=O)N/N=C/c1ccc(F)cc1	0	6	-7	-4	-11	-5	4	-5
CC(C)CC1(C)NC(=O)N(CC(=O)Nc2ccc3c(c2)CCC3)C1=O (configuration not stated)	-2	-11	3	-18	-3	1	-4	2
O=C1NCCCC1C(=O)N/N=C/c1cccc(Cl)c1 (configuration not stated)	-10	-11	-2	4	-6	-5	-12	-13

Continuation:
SMILES	Jurkat NFkB inh	SENP8 inh	UBC13 polyUb	Gli-Sufu block	HKDC1 inhibitor	Apaf1 inhib	SENP7 block	697 NFkB inh
Cc1ccc(-c2nn(-c3ccccc3)cc2C(=O)Nc2ccc(C)c(S(=O)(=O)N3CCOCC3)c2)cc1	0	7	-9	9	-5	-11	3	-14
COc1ccc(C(C(=O)Nc2ccc(F)cc2)N(C(=O)Cn2nnc3ccccc32)C2CC2)cc1 (configuration not stated)	-1	-7	-3	8	-1	12	-13	-5
CC1CC(OCC(O)C[N+]2(C)CCOCC2)CC(C)(C)C1 (configuration not stated)	-2	3	1	-2	-8	-4	14	21
CCOC(=O)CN1C(=O)NC2(CCCc3ccccc32)C1=O (configuration not stated)	-2	6	-4	x	1	-5	-7	-12
Clc1cccc(Nc2nc(-c3ccncc3)cs2)c1	-87	-24	10	-3	-4	17	-1	-51
O=C(Nc1ccc(S(=O)(=O)N2CCOCC2)cc1)c1ccc(=O)[nH]c1	12	6	5	0	-1	-10	3	6
Cc1sc2ncnc(N(C)Cc3cccs3)c2c1C	12	-1	6	0	-1	8	0	-15
O=[N+]([O-])c1ccc(Cl)c(S(=O)(=O)Nc2ccc(-c3ccc(N4CCCC4)nn3)cc2)c1	14	-3	-13	-1	6	24	-7	-15
COc1cc(C(F)(F)F)nc2c(Br)c(C(C)(C)C)nn12	8	4	8	4	-3	-13	2	6
